# Bioassay records: PubChem, several laboratories
# BioA inh: BioA (M. tuberculosis) enzyme inhibition. purified M. tuberculosis BioA enzyme, plate reader. inhibition, % at 9.99 µM. 360,000 compounds, 0.096% hits. AID 602481; in the data active = inhibition above about 40%; inconclusive = no clear call, values can overlap the other calls
# UGM FP inh: Mtb UDP-galactopyranose mutase inhibition; P9WIQ1; purified UGM, fluorescence polarization probe displacement; inhibition, % at 10 µM; 320,000 compounds, 0.06% hits; AID 504406; in the data active = inhibition above about 10%, passing the limit was not always enough; inconclusive = no clear call, values can overlap the other calls
# PrPC TRFRET: cell surface PrPC inhibition, primary TR-FRET screen. P04156. TR-FRET read-out. inhibition, % at 13.8 µM. 370,000 compounds, 0.43% hits. AID 720596; in the data active = inhibition above about 24%; note: 0% = median of the test wells and 100% = reference compound wells
# MazF activator: activators of E. coli MazEF toxin-antitoxin RNase; P0AE70; FAM/BHQ RNA-DNA oligo cleavage fluorescence, 5 h; activation, % at 20 µM; 350,000 compounds, 0.32% hits; AID 504720; in the data active = activation above about 50%
# Target sequence (P0AE70 whole entry, looked up): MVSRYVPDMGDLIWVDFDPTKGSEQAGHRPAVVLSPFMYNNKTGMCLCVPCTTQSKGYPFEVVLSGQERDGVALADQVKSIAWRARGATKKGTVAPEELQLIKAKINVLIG
# Rv3671c inh: Rv3671c (M. tuberculosis) protease inhibition. AID 2606. P9WHR9. 320,000 compounds, 0.048% hits. inhibition, % at 5.96 µM; in the data active = inhibition above about 38%;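 note: extracellular domain of Rv3671c used as enzyme; 0% = enzyme with DMSO and 100% = no enzyme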
# Target sequence (P9WHR9 whole entry, looked up, the tested form may be a part): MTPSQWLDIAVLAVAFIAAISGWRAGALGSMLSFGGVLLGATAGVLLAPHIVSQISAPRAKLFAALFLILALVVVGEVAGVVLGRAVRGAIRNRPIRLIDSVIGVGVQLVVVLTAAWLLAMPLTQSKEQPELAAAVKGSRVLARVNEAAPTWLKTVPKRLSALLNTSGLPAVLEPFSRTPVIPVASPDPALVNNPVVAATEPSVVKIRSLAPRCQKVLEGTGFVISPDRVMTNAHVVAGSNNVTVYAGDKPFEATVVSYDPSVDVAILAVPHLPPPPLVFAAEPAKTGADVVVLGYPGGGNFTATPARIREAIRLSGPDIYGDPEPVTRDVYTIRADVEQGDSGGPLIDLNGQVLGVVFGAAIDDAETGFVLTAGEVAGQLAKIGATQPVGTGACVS
# BoNT-F LC inh: inhibitors of Botulinum neurotoxin F light chain protease; Multiplex microsphere protease cleavage assay, flow cytometry; inhibition, % at 10 µM; 360,000 compounds, 0.22% hits; AID 588497; in the data active = inhibition above about 35%, passing the limit was not always enough; inconclusive = no clear call, values can overlap the other calls; note: plate controls were buffer without enzyme for full effect and enzyme alone for no effect
# GDH-TPI counter: counter-screen for M. tuberculosis FBA inhibitors: GDH-TPI coupled enzymes; 360,000 compounds, 1.2% hits; inhibition, % at 4.8 µM; GDH-TPI coupled enzyme counterscreen, NADH absorbance; in the data active = inhibition above about 30%;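 note: 0% = DMSO wells and 100% = wells lacking the enzyme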
# FadD28 binding: M. tuberculosis FadD28 bisubstrate binding inhibition; FadD28 bisubstrate probe binding, fluorescence polarization; AID 588549; inhibition, % at 12.5 µM; 360,000 compounds, 0.22% hits; in the data active = inhibition above about 8.5%, passing the limit was not always enough; inconclusive = no clear call, values can overlap the other calls
# FBA Mtb inh: Mtb fructose-bisphosphate aldolase inhibition; inhibition, % at 1 µM; purified M. tuberculosis FBA, fluorescence read-out; 360,000 compounds, 2.3% hits; P9WQA3; in the data active = inhibition above about 27%;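 note: 0% = vehicle and 100% = reference inhibitor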
# Target sequence (P9WQA3 whole entry, looked up): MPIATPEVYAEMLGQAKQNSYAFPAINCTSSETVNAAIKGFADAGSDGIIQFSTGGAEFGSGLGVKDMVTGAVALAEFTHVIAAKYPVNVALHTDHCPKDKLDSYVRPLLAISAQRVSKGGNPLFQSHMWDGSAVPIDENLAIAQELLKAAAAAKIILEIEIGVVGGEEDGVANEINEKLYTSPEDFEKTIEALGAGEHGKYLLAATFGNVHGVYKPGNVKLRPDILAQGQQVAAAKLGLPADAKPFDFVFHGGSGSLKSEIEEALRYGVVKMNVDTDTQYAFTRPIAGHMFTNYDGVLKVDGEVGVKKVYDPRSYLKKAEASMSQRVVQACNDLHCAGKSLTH
# Active calls of the source: *; ? = inconclusive; . = no result given.
SMILES,BioA inh,UGM FP inh,PrPC TRFRET,MazF activator,Rv3671c inh,BoNT-F LC inh,GDH-TPI counter,FadD28 binding,FBA Mtb inh
c1nc2nc3c(c(N4CCOCC4)n2n1)CCCC3,2.8,-1.5,4,0,2,-17,1,-1.2,-3
CCN(CC)S(=O)(=O)c1cc(NC(=O)CCn2[nH]c(=O)ccc2=O)ccc1C,-0.9,2.7,4,1,11,4,8,-2.2,2
C[C@]12C=CC(=O)C=C1CC[C@@H]1[C@@H]2[C@@H](O)C[C@@]2(C)[C@H]1CC[C@]2(O)C(=O)CO,0.3,0.1,11,2,4,-9,9,-2.2,-3
CCOC(=O)c1ccc(N=CC2=C(O)CC(C)(C)CC2=O)cc1,2.2,0.9,8,-3,-3,0,23,0.6,2
Nc1ccc(Cc2ccc(N)cc2)cc1,-1.4,.,2,3,.,-5,-1,-0.3,-1
COc1ccc(NC(=O)Nc2ccc3c(c2)C(=O)N([C@H](C)CO)C[C@H](C)[C@@H](CN(C)C(=O)Nc2c(C)noc2C)O3)cc1,0.1,3.1,-1,4,0,0,8,0.6,2
COc1cccc(CN(C)C(=O)c2cc(S(=O)(=O)NC3CCCCC3)ccc2C)c1,2.4,4.0,5,0,-5,-13,15,-2.3,-1
Cc1cc(C(=O)OCC(=O)c2ccc(Cl)c([N+](=O)[O-])c2)c2cccc(C)c2n1,.,1.7,-3,6,-18,-10,15,-1.3,-2
CN1CCN(C(=O)c2ccc3c(=O)n(Cc4ccc(Cl)cc4)c(=S)[nH]c3c2)CC1,1.9,3.7,-4,-4,-3,-2,-1,-8.0,2
CCCCCC(=O)Nc1cc(S(=O)(=O)N2CCOCC2)ccc1Oc1ccc(OCC)cc1,-0.2,0.0,8,-7,4,-10,-4,-3.5,-2
CN1CCN(c2ccc(C(CC(N)=O)NC(=O)c3ccccc3)cc2[N+](=O)[O-])CC1 (stereo not given),2.7,1.2,0,4,-4,-4,0,-0.4,-4
O=S(=O)(CCc1nnc(-c2ccc(Br)cc2)o1)c1ccc(Cl)cc1,-0.8,-0.4,2,28,2,.,3,-1.6,1
COc1ccc(C(=O)C2CCCN(C(=O)c3ccc(CSC)o3)C2)cc1F (stereo not given),7.2,0.1,6,-1,5,-4,1,0.2,-1
COc1ccccc1/C=N/NC(=O)c1cccc(OC(F)(F)C(F)F)c1,.,-1.8,-2,11,11,-1,10,-9.4,-1
COc1ccc(CNc2nc3ccccc3n2C(C)C)cc1,-0.8,-0.2,-12,3,7,34,2,-3.1,0
O=C1C2=C(c3ccccc31)[N+](=O)[C@@H]1CCCC[C@@H]1N2[O-],0.2,-0.5,-6,3,-25,-1,16,-0.6,2
Cc1cc(C)n(-c2ccc(C(=O)N3CCN(S(=O)(=O)c4ccc(C(C)C)cc4)CC3)cc2)n1,0.5,-0.2,5,4,3,.,1,-1.6,5
Cc1ccc2c(c1)N(CCC(=O)NCc1ccco1)C(=O)CO2,-0.3,-1.6,-5,5,1,-5,8,0.4,-1
Nc1nc(SCC(=O)Nc2ccc([N+](=O)[O-])cc2)n[nH]1,.,-1.6,-10,4,-8,-3,14,-1.1,-2
COc1ccc(-n2nc(C(=O)NCC(=O)NCc3ccccc3OC)c3ccccc3c2=O)cc1,.,2.0,-4,7,0,-22,5,-1.6,1
O=C(O)CN1CCN(Cc2ccccc2)C1=O,-2.5,0.9,-6,0,0,14,7,0.9,5
O=c1c(-c2ccc(F)cc2)[n+]([O-])c2ccccc2n1OCc1ccccn1,0.8,0.3,-2,1,-5,-2,1,0.3,2
O=C1c2ccccc2C(=O)N1CC(O)COc1ccc(Cl)cc1 (stereo not given),0.8,-0.1,2,8,-4,1,-6,-3.0,0
CCC(C(=O)NCCN1CCOCC1)n1nc(C)n2c(cc3sccc32)c1=O (stereo not given),4.6,-0.5,10,6,-1,4,-8,-1.5,0
Cc1ccc(NC(=O)CSc2nnc(C)n2C2CC2)cc1S(=O)(=O)N1CCOCC1,-5.8,-0.2,-3,-1,-5,-15,9,-0.4,7
SMILES,BioA inh,UGM FP inh,PrPC TRFRET,MazF activator,Rv3671c inh,BoNT-F LC inh,GDH-TPI counter,FadD28 binding,FBA Mtb inh
Cc1cccc2c1cnn2C(=O)CCC(=O)NCc1ccc(F)cc1,-0.6,1.2,-7,10,1,1,2,0.8,0
O=C(NCCN1CCCCC1)Nc1cccc(F)c1,0.7,0.8,12,14,-3,14,10,-0.8,-2
CCCCCn1c(N)c(-c2nc3ccccc3o2)c2c([N+](=O)[O-])nn(C)c(=O)c21,.,2.6,0,5,-11,4,-7,-4.9,4
N#CCC(=O)Nc1ccc(C(=O)N2CCN(c3ccccn3)CC2)cc1,0.8,0.2,-3,5,-2,-4,2,-0.2,3
CC(=O)N1C(=O)/C(=C2\SC(=S)N(NS(=O)(=O)c3ccc(C)cc3)C2=O)c2ccccc21,.,.,-3,0,.,1,3,-1.4,1
CC(Oc1ccccc1C(N)=O)C(=O)Nc1ccc(S(=O)(=O)N2CCCC2)cc1 (stereo not given),0.4,2.5,7,2,1,5,-4,-3.4,0
Cc1cc(Cl)cc(Cl)c1OCCOCCN(C)C,-1.3,0.4,5,1,0,0,4,-1.3,4
Cc1cc(Br)cc(Br)c1OCC(=O)NNC(=O)c1ccoc1C,0.0,-0.1,-4,6,-5,-8,17,-0.5,4
Cc1ccc2c(c1)nnn2C1CCN(C(=O)c2cccs2)CC1,4.4,3.9,-5,-16,-8,1,6,-2.6,2
Cc1cccc(CSCCNC(=O)c2ccc(N(C)S(=O)(=O)c3ccccc3)cc2)c1,-2.0,3.0,1,0,-27,-24,0,?,-3
Cc1ccc2ccccc2c1COC(=O)c1nonc1N,0.1,-3.6,-4,-4,0,-4,-1,-6.5,0
CC1CN(C(=O)c2cccc(S(=O)(=O)N3CCN(c4ccc(F)cc4)CC3)c2)CC(C)O1 (stereo not given),0.3,0.1,1,4,-1,-6,-10,-1.8,2
CCCCCCCNC(=O)C1(CC2CC(c3ccccc3)=NO2)CCN(C(=O)OC(C)(C)C)CC1 (stereo not given),-0.2,1.9,-9,1,-7,-6,7,-2.0,0
COc1ccc(-c2nnc(NC(=O)CS(=O)(=O)c3ccc(F)cc3)o2)c(OC)c1,.,-0.2,6,1,2,-1,10,-0.7,5
CC(C)c1ccc(N2C(=O)C3C4C=CC(CC4)C3C2=O)cc1 (stereo not given),-0.3,-0.5,-3,4,1,.,11,-1.3,0
O=C(OCc1nc2scc(-c3ccccc3)c2c(=O)[nH]1)c1cc([N+](=O)[O-])ccc1Cl,.,-1.1,0,-15,7,0,10,-2.9,1
Cc1ccc([C@H]2C[C@@H](O)[C@H](n3cc(C4CC4)nn3)CN2Cc2cccs2)cc1,-1.3,.,5,5,.,-2,14,0.4,3
Cc1cccc([C@@H]2[C@@H]3C(=O)N(Cc4ccccc4)C(=O)[C@@H]3[C@]3(Cc4ccccc4)C(=O)N(c4cccc(F)c4)C(=O)N23)c1,-1.9,-1.8,1,-15,-14,-9,4,-2.8,0
O=c1cc[nH]c2ccc(Cl)cc12,0.5,-0.7,-1,0,12,3,9,-1.0,0
Nc1cc(N)nc(SCC(=O)Nc2ccccc2N2CCOCC2)n1,1.3,-2.0,-5,4,5,-5,-6,-3.4,-6
COC(=O)C1(C)NC(c2cccs2)C2C(=O)N(c3ccccc3F)C(=O)C21 (stereo not given),-0.2,0.3,1,0,-1,1,0,-3.5,-1
COc1ccc(Cl)cc1NC(=O)c1cccc([N+](=O)[O-])c1O,.,.,4,5,.,-1,-13,-2.9,-2
CCOC(=O)C1=C(C)N=C2SC(C)C(=O)N2C1c1ccc(OC(C)=O)c(OC)c1 (stereo not given),-2.0,-1.0,-2,7,5,.,10,-1.4,4
CCn1c(=NC(=O)CS(=O)(=O)c2ccccc2)sc2cccc(OC)c21,5.0,-0.6,15,1,-6,19,13,-3.8,2
Cc1nn(C2CCS(=O)(=O)C2)c(C)c1CN(C)C(=O)c1cccc(Cl)c1 (stereo not given),.,-1.1,0,6,-2,-3,5,-1.8,3
SMILES,BioA inh,UGM FP inh,PrPC TRFRET,MazF activator,Rv3671c inh,BoNT-F LC inh,GDH-TPI counter,FadD28 binding,FBA Mtb inh
CCCCOC(=O)c1ccc(NC(=O)C(=O)NCCN(CC)CC)cc1,-0.5,-1.9,-7,8,3,?,3,-0.4,4
CC1CC(C)CN(C(=O)/C=C/c2ccc(S(=O)(=O)N3CCOCC3)cc2)C1 (stereo not given),4.0,-2.4,-4,0,7,-6,-3,-1.1,2
COCC(=O)N1CCC(Oc2ccc(C(=O)NC(C)c3nc(C)sc3C)cc2)CC1 (stereo not given),1.5,0.8,3,-2,-3,-6,11,1.0,1
Cc1cc(C)nc(SCC(=O)OCC(=O)Nc2nc3ccccc3s2)n1,.,3.9,7,-19,-3,3,2,-3.0,1
O=C(O)C1C2CCC(C2)C1C(=O)NCCCn1ccnc1 (stereo not given),-1.0,1.0,4,4,-1,-3,6,-1.3,0
CN(CC(=O)Nc1ccccc1Br)C(=O)c1sccc1-c1ccccc1,-0.3,2.3,-8,0,-6,-6,-1,.,-1
O=C(NC(=S)NNC(=O)c1ccccc1[N+](=O)[O-])c1ccc(Br)cc1,-0.4,2.5,3,15,-1,-36,14,-2.4,-3
Nc1ccc(N=Nc2ccc(O)cc2)c(N)n1,.,.,-48,-7,.,-8,12,0.2,-12
Cc1cnc(NC(=O)c2c(-c3ccccc3)noc2C)s1,0.4,0.0,5,-1,-1,-8,-1,-0.9,2
CC(C)(C)CNc1cc(N2CCOCC2)ccc1[N+](=O)[O-],-0.3,0.1,-6,4,-5,0,1,-3.6,-21
Cc1ccc(S(=O)(=O)N2CCCC(N3CCOCC3)C2)cc1Cl (stereo not given),-3.7,2.8,-6,10,9,?,3,0.4,-1
CC(=O)Nc1ccc(SCC(=O)Nc2ccccc2N2CCOCC2)cc1,-1.9,0.7,-4,5,-5,-1,2,-0.6,-3
COc1ccc2nc(SCC(=O)N3CC(=O)Nc4ccccc43)c(C#N)cc2c1,-4.0,4.9,2,58*,-7,14,3,-1.4,10
NNc1nc(-c2ccccc2)cc(-c2ccc(Br)cc2)n1,-2.1,-1.0,-1,7,-6,-51,10,0.6,1
CCn1c(O)c(/C=C2\C=Nc3ccccc32)sc1=Nc1ccccc1,-3.8,-0.6,-1,8,-19,4,9,0.5,-2
Cc1ccc(/C=N/NC(=O)Cn2nnc(N)n2)o1,-1.5,3.5,-6,-2,-10,.,16,-2.1,-3
N#Cc1nc(-c2ccccc2Cl)oc1NCc1ccco1,1.7,3.0,6,-6,-21,-17,9,-2.8,9
CCOc1ccc2[nH]c(=O)c(CN(Cc3nnnn3CCc3ccccc3)CC3CCCO3)cc2c1 (stereo not given),-0.9,-0.4,0,5,2,5,6,-4.4,7
CCN(CCCNC(=O)Cn1ncc2c([nH]c3ccc(C)cc32)c1=O)c1cccc(C)c1,-1.5,-1.2,.,0,-1,6,-1,0.4,4
OCc1cccc(-c2csc(C(O)c3ccco3)n2)c1 (stereo not given),-1.4,.,3,.,.,-6,12,-2.6,2

# A section taken from the entries so far:
SMILES,BioA inh,UGM FP inh,PrPC TRFRET,MazF activator,Rv3671c inh,BoNT-F LC inh,GDH-TPI counter,FadD28 binding,FBA Mtb inh
CCCCOC(=O)c1ccc(NC(=O)C(=O)NCCN(CC)CC)cc1,-0.5,-1.9,-7,8,3,?,3,-0.4,4
CC1CC(C)CN(C(=O)/C=C/c2ccc(S(=O)(=O)N3CCOCC3)cc2)C1 (stereo not given),4.0,-2.4,-4,0,7,-6,-3,-1.1,2
COCC(=O)N1CCC(Oc2ccc(C(=O)NC(C)c3nc(C)sc3C)cc2)CC1 (stereo not given),1.5,0.8,3,-2,-3,-6,11,1.0,1
Cc1cc(C)nc(SCC(=O)OCC(=O)Nc2nc3ccccc3s2)n1,.,3.9,7,-19,-3,3,2,-3.0,1
O=C(O)C1C2CCC(C2)C1C(=O)NCCCn1ccnc1 (stereo not given),-1.0,1.0,4,4,-1,-3,6,-1.3,0
CN(CC(=O)Nc1ccccc1Br)C(=O)c1sccc1-c1ccccc1,-0.3,2.3,-8,0,-6,-6,-1,.,-1
O=C(NC(=S)NNC(=O)c1ccccc1[N+](=O)[O-])c1ccc(Br)cc1,-0.4,2.5,3,15,-1,-36,14,-2.4,-3
